Bioassay records: PubChem, several laboratories
Diaphorase inh: inhibits diaphorase or chemically oxidizes, flagging diaphorase assay artifacts | 0.69% of 190,000 active | diaphorase resazurin-to-resorufin fluorescence, NADH, 16 min; bacterial (C. kluyveri) enzyme, not human | AID 1217 | inhibition, % at 20 µM;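 active means primary screen inhibition at 20 µM above a set limit, cut at about 50% in these data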;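 further: plate controls were DMSO with full reaction for no effect and wells lacking NADH for full effect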
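Test system: Clostridium kluyveri diaphorase enzyme / Quantity: diaphorase at 0.14 U/mL in enzyme working solution / Incubation: 16-min room-temperature incubation before reading / Benchmarks: NADH-free wells as positive control, DMSO-only neutral wells / Signal: resorufin fluorescence 544/590 nm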
STAT3 blocker: STAT3 signaling inhibition; U3A cells, IL-6 STAT3-luciferase reporter, luminescence; host cell line lacks STAT1; inhibition, % at 5.5 µM; 0.89% of 190,000 active; AID 862;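 active means inhibition above the mean inhibition across all screened compounds plus 3 SD, cut at about 44% in these data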;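 further: 0% = DMSO only wells and 100% = 100 µM nifuroxazide control wells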
STAT3 act: STAT3 signaling activation | U3A cells, IL-6 STAT3-luciferase reporter, luminescence; 100% = signal with IL-6 EC80 alone | activation (% of control), % at 5.6 µM | 0.91% of 190,000 active;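 active means activation above the screen-wide mean of compound activation plus 3 SD, cut at about 130% in these data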;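 further: 0% = background luminescence of wells with medium and substrate only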
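Material: STAT3-luciferase reporter U3A cells. Controls: IL-6-treated wells, 100% activation. Read-out: % activation versus median of IL-6-stimulated wells. Probe or stimulus: IL-6 stimulus at 33 ng/mL final. Timing: compound 1 h, then IL-6 6 h at 37 °C. Signal: reporter luminescence signal.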
Diaphorase act: activates diaphorase or chemically reduces, flagging diaphorase assay artifacts. Diaphorase/resazurin coupled assay, resorufin fluorescence, 16 min; active compounds read high; 1 = vehicle wells, 0 = NADH-free wells. activation factor at 20 µM. 0.005% of 190,000 active;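 active means diaphorase activity raised at least twofold by the compound at 20 µM; inactive means activation factor below 2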
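Material: purified diaphorase enzyme from Clostridium kluyveri / Medium: HEPES pH 7.4 buffer with MgCl2 and Tween 20 / Schedule: enzyme reaction of 16 min at room temperature / Measured by: resorufin fluorescence, excitation 544 nm, emission 590 nm / Evaluation: rise in resorufin formation, marking diaphorase activation or chemical reduction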
G6PDH CS: L. mesenteroides G6PDH inhibition counter-screen. AID 1020. inhibition, % at 5 µM. Purified L. mesenteroides G6PDH, diaphorase/resazurin coupled fluorescence, 45 min. 0.12% of 200,000 active; in the data active means inhibition above about 50%
STAT1 blocker: inhibitors of IFN-gamma induced STAT1 signaling; inhibition, % at 5.5 µM; 0.35% of 200,000 active; NIH 3T3 STAT1-luciferase reporter, luminescence;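 active means inhibition above a set limit, the mean inhibition across all tested compounds plus 3 SD, cut at about 34% in these data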;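 further: 0% = IFN-gamma with DMSO and 100% = IFN-gamma with 300 µM nifuroxazide; values of inactives mirror those of a sister screen read the other way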
APP transl inh: APP translation inhibition. SH-SY5Y APP 5'UTR-luciferase reporter, luminescence. 0.82% of 190,000 active. AID 1285. inhibition, % at 2 µM;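 active means inhibition above a set limit, derived from the sample mean plus 3 SD, cut at about 45% in these data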; further: values of inactives mirror those of a sister screen read the other way
Hsp70 act: transcriptional activators of Hsp70; 0.04% of 200,000 active; AID 1203; HeLa Hsp70 promoter luciferase reporter, luminescence; scaled: vehicle 0, proteasome-inhibitor control 100%; activation, % at 10 µM;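 active means activation above the mean across all tested compounds plus 3 SD, cutoff set per campaign, cut at about 5.5% in these data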;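 further: 100% = MG132 at 30 µM as the positive control and 0% = DMSO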
STAT1 activator: increases IFN-gamma driven STAT1 reporter signal; NIH 3T3 STAT1-luciferase reporter, luminescence; 100% = IFN-gamma alone, no compound; activation (% of control), % at 5.5 µM; 2.6% of 200,000 active; AID 932;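 active means activation above the screen-wide mean activation plus 3 SD, cut at about 130% in these data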;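 further: raw ratio to IFN-gamma control signal so 100% means no change and 0% no light; values of inactives mirror those of a sister screen read the other way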
TLR4 MyD88 comp: inhibitors of human TLR4-MyD88 binding; inhibition, % at 8.4 µM; HeLa CL3-4 TLR4/MyD88 BLA complementation, FRET ratio; O00206+Q99836; 0.18% of 200,000 active; in the data active means inhibition above about 25%;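 further: 0% = vehicle and 100% = reference inhibitor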
Target sequence (O00206 whole entry, looked up): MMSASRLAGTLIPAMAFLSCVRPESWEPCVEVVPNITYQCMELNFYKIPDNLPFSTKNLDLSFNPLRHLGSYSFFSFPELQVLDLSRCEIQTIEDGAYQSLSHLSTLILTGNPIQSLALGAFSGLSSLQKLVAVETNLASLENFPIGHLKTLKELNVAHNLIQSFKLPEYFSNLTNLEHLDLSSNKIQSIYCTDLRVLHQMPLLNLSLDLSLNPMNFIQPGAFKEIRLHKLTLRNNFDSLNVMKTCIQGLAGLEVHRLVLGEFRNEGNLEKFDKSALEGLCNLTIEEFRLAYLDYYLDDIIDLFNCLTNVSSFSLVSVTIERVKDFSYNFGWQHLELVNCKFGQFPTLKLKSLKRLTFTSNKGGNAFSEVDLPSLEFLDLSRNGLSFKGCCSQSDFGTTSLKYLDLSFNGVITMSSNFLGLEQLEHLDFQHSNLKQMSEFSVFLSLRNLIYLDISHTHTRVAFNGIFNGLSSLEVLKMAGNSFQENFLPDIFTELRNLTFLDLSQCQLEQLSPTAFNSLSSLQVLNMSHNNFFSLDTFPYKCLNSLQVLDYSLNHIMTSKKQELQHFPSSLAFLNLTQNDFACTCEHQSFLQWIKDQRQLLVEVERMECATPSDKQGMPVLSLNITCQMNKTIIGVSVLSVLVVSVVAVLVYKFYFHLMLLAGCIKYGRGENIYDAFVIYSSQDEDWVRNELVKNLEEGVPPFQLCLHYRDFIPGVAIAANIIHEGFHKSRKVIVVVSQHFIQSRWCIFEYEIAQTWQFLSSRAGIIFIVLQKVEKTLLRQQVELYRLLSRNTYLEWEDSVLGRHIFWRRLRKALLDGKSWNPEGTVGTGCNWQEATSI
Target sequence (Q99836 whole entry, looked up): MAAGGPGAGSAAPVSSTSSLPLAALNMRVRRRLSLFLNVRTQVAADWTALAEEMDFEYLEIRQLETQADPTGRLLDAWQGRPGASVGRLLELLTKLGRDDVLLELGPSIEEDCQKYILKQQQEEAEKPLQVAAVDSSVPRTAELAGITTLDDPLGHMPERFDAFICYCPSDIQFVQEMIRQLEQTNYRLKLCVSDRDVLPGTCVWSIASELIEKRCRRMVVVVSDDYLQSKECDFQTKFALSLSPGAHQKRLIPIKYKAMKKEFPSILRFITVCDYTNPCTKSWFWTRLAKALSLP
An asterisk follows results filed as active; . = no result given.

SMILES	Diaphorase inh	STAT3 blocker	STAT3 act	Diaphorase act	G6PDH CS	STAT1 blocker	APP transl inh	Hsp70 act	STAT1 activator	TLR4 MyD88 comp
Cc1ccc(S(=O)(=O)NC(=O)Nc2c(C)n(C)n(-c3ccccc3)c2=O)cc1	10	2	101	0.9	12	4	-5	-0.4	96	8
CC/C(=N/Nc1ccccc1Cl)c1cnnc(-c2ccccc2)n1	4	15	90	1	0	-5	-4	0.1	104	12
CCOc1ccc(NC(=O)CSc2nnc(COc3c(C)cccc3C)o2)cc1	7	14	92	0.9	-20	-4	2	-0.2	103	-1
COc1ccc(CNC(=O)Cn2ncn3cccc3c2=O)cc1	-14	8	98	1.1	3	-14	-18	0.4	115	-6
CCN(CC)S(=O)(=O)c1ccc(C(=O)N(c2ccccc2)C2C=CS(=O)(=O)C2)cc1 (configuration not stated)	-8	5	100	1.1	3	1	7	-0.3	98	10
CC(C)C[C@H](NC(=O)c1ccc(OC2CCN(C(=O)C3CC3)CC2)cc1)C(N)=O	6	8	96	0.9	3	9	-2	-0.3	91	-9
COc1ccc(CC(C#N)(CO)c2nc3ccccc3[nH]2)cc1 (configuration not stated)	10	-23	114	0.9	4	6	2	-0.2	94	16
Cc1ccc(C(=O)NNC(=S)NC(=O)c2ccc(Cl)cc2Cl)cc1	36	10	97	0.6	2	-5	41	-0.1	104	-2
O=C1CN(S(=O)(=O)c2ccc(Cl)cc2C(F)(F)F)CCN1	7	2	99	0.9	5	-6	-3	-0.1	106	6
COc1ccc([N+](=O)[O-])cc1NC(=O)CSCc1ccccc1	23	0	96	0.8	10	-9	-5	-0.4	108	-11
O=C(Cc1ccc(Cl)cc1)Nc1ccc(N2CCN(C(=O)c3ccco3)CC2)c(Cl)c1	22	15	90	0.8	6	0	12	-0.3	104	-12
c1csc(-c2cnc3n2CCCC3)c1	9	12	96	0.9	-2	2	-22	-0.2	98	15
CCC(C)N1CCN(C(=O)c2cccs2)CC1 (configuration not stated)	.	0	103	.	.	-2	4	0.1	102	-2
Cc1csc(NC(=O)CN(C)S(=O)(=O)c2cccc3cccnc23)n1	7	7	102	0.9	9	6	-7	0.0	94	-4
Cc1cccc(CCN=c2c([N+](=O)[O-])nn(-c3ccccc3)n2O)c1	-4	21	85	1	11	-5	-22	-0.1	105	2
Cc1ccc(S(=O)(=O)N2CCCC(C(=O)NCC3COCCO3)C2)cc1 (configuration not stated)	13	4	103	0.9	-6	-5	9	-0.4	105	4
O=C(Nc1cccc(-c2cc3ccccc3oc2=O)c1)c1ccc(Br)o1	11	3	99	0.9	5	2	-12	-0.4	94	-15
COCCCNC(=O)CN(C1CCCCC1)S(=O)(=O)c1ccc(C)cc1	6	6	99	0.9	16	-5	-10	-0.3	104	12
COC(=O)c1ccc(Cn2nc(C)c(Br)c2C)cc1	4	22	90	1	8	-1	-1	-0.2	101	6
CCCCOP(=O)(c1ccc(N(C)C)cc1)C(O)c1ccccc1F (configuration not stated)	-13	4	100	1.1	16	-3	-12	0.1	102	6
CCOc1cc(/C=N/NC(=O)c2cccnc2)ccc1OC(=O)c1ccco1	4	6	99	1	1	-10	10	-0.1	107	-12
O=C(/C(=C\c1ccccc1)c1nc2ccccc2[nH]1)c1ccc(Cl)cc1	9	1	104	0.9	-16	-24	-115	-0.2	122	1
Cn1c(=O)c2c(ncn2CC(O)CNc2ccc(Br)cc2)n(C)c1=O (configuration not stated)	12	15	88	0.9	5	1	-10	-0.5	100	-9
CCOC(=O)CSc1nc2cccnc2n1C	-4	8	95	1	11	4	2	-0.4	97	1
Cc1cc(C(C)(C)C)cc(C)c1CC1=NCCN1	6	16	88	0.9	13	3	1	0.0	97	10
O=CNC1CCCc2c1[nH]c1ccc(Cl)cc21 (configuration not stated)	9	-16	122	0.9	8	10	4	-0.5	91	-10
Cc1ccc(NC(=O)COC(=O)[C@H](C)NC(N)=O)c(C)c1	19	1	105	0.8	7	-1	-14	-0.2	99	1
O=C(Nn1cc(C(=O)Nc2ccc(F)cc2F)c2ccccc2c1=O)c1cnccn1	10	8	94	0.9	7	6	-11	-0.3	95	-10
CC1(C(=O)OCC(=O)Nc2ccccc2Cl)CC1(Cl)Cl (configuration not stated)	6	-3	108	0.9	10	-13	-18	-0.1	110	4
O=C(O)CCn1cc(/C=C2\SC(=S)NC2=O)c(-c2ccccc2)n1	32	-5	103	0.7	-2	1	-11	0.5	99	-1
CC1CN(C)C(c2ccccc2)C(C)C12NC(=O)NC2=O (configuration not stated)	-13	2	102	1.1	8	-1	-1	-0.1	101	16
O=C(c1nc2nc(-c3cccs3)cc(C(F)(F)F)n2n1)N1CCN(Cc2ccccc2)CC1	15	-15	114	0.8	3	-3	8	0.1	101	0
COc1ccc2[nH]c3c(NCCN(C(C)C)C(C)C)ncnc3c2c1	0	-7	110	1	2	0	-8	0.0	100	2
CCOC(=O)c1c(NC(=O)COc2cccc3c2CCN(C)C3=O)sc2c1CCC2	14	8	95	0.9	-3	-3	7	-0.5	103	-26
Cc1cc(NC(=O)COC(=O)c2ccc(NS(=O)(=O)c3ccc(C)c(C)c3)cc2)no1	17	0	104	0.8	3	7	0	0.0	94	2
C#CCOC(=O)C[N+](C)(C)C/C=C/c1ccccc1	15	-2	104	0.9	10	-14	11	0.0	112	-12
Cc1[nH]c2ccccc2c1C(=O)CSc1nc2ccccc2c(=O)n1-c1ccccc1F	34	12	95	0.7	11	9	-6	0.3	92	1
O=C(CCCc1ccccc1)NC1CC1	22	-1	109	0.8	6	-4	1	-0.3	104	4
CC1CC(=S)Nc2ccccc2N1C(=O)Nc1ccccc1 (configuration not stated)	-4	2	102	1	7	4	-15	0.0	96	5
CNC(=O)c1sc(-c2ccc(Cl)cc2)nc1C	6	13	89	0.9	-4	-45	.	-0.1	142*	-2
O=C(NCCCn1ccnc1)c1ccc(N2CCCCCC2)c([N+](=O)[O-])c1	7	-2	107	0.9	-1	-8	0	-0.5	106	14
CC(C)(C)OC(=O)N/N=C/c1cc(N=Nc2ccccc2)ccc1O	17	-2	98	0.8	-12	0	4	-0.5	100	-3
Cc1cccc(C)c1NC(=O)c1cc(S(=O)(=O)N2CCOCC2)ccc1F	-11	8	98	1.1	5	-5	3	-0.3	105	-6
CN(c1ccccc1)S(=O)(=O)c1ccc(NC(=S)NC(=O)C2CC2)cc1	23	-6	103	0.8	10	3	-6	-0.1	97	-12
COC(=O)C(C(=O)OC)c1ccc(-n2cccc2)cc1	15	13	93	0.9	9	-3	-1	-0.1	100	-1
O=C(CN1C(=O)COc2ccccc21)NCCN1CCC(Cc2ccccc2)CC1	4	8	100	1	-1	-2	-2	-0.3	102	-8
CN(C)CCCN(C(=O)C1COc2ccccc2O1)c1nc2ccc(F)cc2s1 (configuration not stated)	0	3	98	1	-2	-10	-9	0.0	108	3
CC(C)(C)OC(=O)N1CCC(c2c(C(=O)O)cnn2-c2ccc(Cl)cc2)CC1	32	-18	116	0.7	5	-2	0	-0.2	102	-5
CC(=O)C1=C(O)C(=O)N(Cc2ccccc2)C1c1ccco1 (configuration not stated)	17	9	97	0.8	10	1	-7	0.2	100	-1
CCN(Cc1ccccc1)C(=O)CSc1nncn1C	-2	6	95	1	-1	0	-16	-0.2	100	-8
CC(C)CNS(=O)(=O)c1cc(C(=O)N2CC(C)OC(C)C2)c(Cl)cc1Cl (configuration not stated)	-4	4	100	1	0	3	8	-0.5	97	-4
Cc1cc(NC(=O)CSc2ncnc3ccccc23)no1	27	-1	109	0.7	15	9	-9	0.2	92	-7
O=C(NCCCn1ccnc1)c1cc(-c2ccccc2)on1	-2	-24	129	1	5	-69	-45	2.1	161*	7
CN(CC(=O)NCCc1ccc(F)cc1)Cc1cccs1	0	4	101	1	2	-9	7	-0.1	109	1
CSCCOC(=O)C1=C(C)NC(=O)CC1c1ccccc1Cl (configuration not stated)	4	15	91	1	0	7	-6	-0.1	93	-2
CC(O)C(O)C(O)C(O)/C=N/NC(=O)c1ccccc1 (configuration not stated)	26	-7	106	0.7	11	-32	-56	0.0	129*	0
C/C(=N/NC(=O)c1ccoc1C)c1cccc(NC(=O)C2CC2)c1	8	-11	108	0.9	-10	-67	-116	0.0	159*	7
Cc1ccc(CN2CCc3c(OCC(=O)Nc4cc(C)ccc4C)cccc3C2=O)cc1	12	-5	102	0.9	4	13	-8	-0.2	89	-17
CCn1nc(C)c(NC(=O)c2ccc(Br)o2)c1C	-1	3	98	1	6	0	4	-0.4	99	-11
CCOC(=O)/C=C1\NC2(CCCCC2)Cc2cc(OC)c(OC)cc21	.	-4	104	.	.	-4	11	-0.2	104	-1

Additional entries follow.
SMILES	Diaphorase inh	STAT3 blocker	STAT3 act	Diaphorase act	G6PDH CS	STAT1 blocker	APP transl inh	Hsp70 act	STAT1 activator	TLR4 MyD88 comp
CCC(C)Cn1c(S(=O)(=O)O)nc2ccccc21 (configuration not stated)	10	6	98	0.9	3	3	3	-0.2	97	5
CCn1c2ccccc2c2nnc(SCC(=O)NCCOC)nc21	8	13	92	0.9	1	1	2	-0.3	99	13
Cc1ccccc1C(=O)O/N=C(\c1ccccc1)c1ccccn1	11	16	89	0.9	-10	5	-9	-0.3	95	9
CCOC(=O)N1CCN(C(=O)Cn2ncn3nc(-c4cccs4)cc3c2=O)CC1	19	-5	107	0.8	-60	5	13	0.0	95	-16
CCOc1ccc(-c2c(C(=O)N/N=C/c3ccc(OC)cc3)nnn2-c2nonc2N)cc1	14	14	91	0.9	9	1	0	-0.3	99	-7
CCCCc1nnc(SCc2ccc(OCC)cc2)n1N	5	3	102	1	8	3	-4	-0.1	97	6

Quoted at random: six compounds from above
SMILES	Diaphorase inh	STAT3 blocker	STAT3 act	Diaphorase act	G6PDH CS	STAT1 blocker	APP transl inh	Hsp70 act	STAT1 activator	TLR4 MyD88 comp
O=C(CN1C(=O)COc2ccccc21)NCCN1CCC(Cc2ccccc2)CC1	4	8	100	1	-1	-2	-2	-0.3	102	-8
CCn1c2ccccc2c2nnc(SCC(=O)NCCOC)nc21	8	13	92	0.9	1	1	2	-0.3	99	13
CCOc1cc(/C=N/NC(=O)c2cccnc2)ccc1OC(=O)c1ccco1	4	6	99	1	1	-10	10	-0.1	107	-12
CCOC(=O)CSc1nc2cccnc2n1C	-4	8	95	1	11	4	2	-0.4	97	1
CCn1nc(C)c(NC(=O)c2ccc(Br)o2)c1C	-1	3	98	1	6	0	4	-0.4	99	-11
C#CCOC(=O)C[N+](C)(C)C/C=C/c1ccccc1	15	-2	104	0.9	10	-14	11	0.0	112	-12
